# Furin inhibitor: inhibitors of human furin; P09958; purified furin, fluorogenic substrate cleavage; inhibition, % at 30 µM; 220,000 tested, 0.061% active; in the data active = inhibition above about 25%; also: inactives centre near -15
# KCC2 mod: KCC2 (human) Cl- transport modulation. Q9H2X9. B-score of Tl+ flux slope (higher = more flux/activation; lower = inhibition) at 10 µM. 190,000 tested, 2.2% active. KCC2 cells, thallium flux FluoZin-2 fluorescence;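 active = thallium flux slope and its plate-corrected score both differing from the plate sample mean at a set confidence after two filtering rounds, in either direction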;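 also: slope of fluorescence scaled to starting intensity during 10 to 20 s after thallium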
# PPC-1+TRAIL kill: kills PPC-1 cancer cells in the presence of TRAIL | PPC-1 cells + TRAIL, ATPLite viability luminescence | cell killing (% activity), % at 4 µM | 220,000 tested, 0.41% active;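 active = cell killing above 50% in the first pass at 4 µM, then a duplicate retest at 5 µM averaging 50% or more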;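 also: plate controls were cells with TRAIL plus DMSO for no effect and medium-only wells lacking cells for full effect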
# EBV gp42 block: blocks Epstein-Barr virus glycoprotein 42 binding. Q1HVG2. Fluorescence polarization binding assay, mP read-out. inhibition, % (tested at 21.74 µM). 220,000 tested, 0.42% active. AID 1085; in the data active = inhibition above about 50%
# Target sequence (Q1HVG2 whole entry, looked up): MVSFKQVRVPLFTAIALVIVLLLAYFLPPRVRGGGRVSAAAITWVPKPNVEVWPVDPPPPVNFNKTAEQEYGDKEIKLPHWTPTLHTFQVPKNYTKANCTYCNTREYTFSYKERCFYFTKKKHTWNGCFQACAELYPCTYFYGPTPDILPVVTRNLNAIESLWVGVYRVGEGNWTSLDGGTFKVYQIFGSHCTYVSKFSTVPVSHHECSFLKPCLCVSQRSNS
# m-calpain inh: calpain II (pig) inhibition; AID 1236; 220,000 tested, 0.37% active; inhibition, % at 16 µM; purified calpain II, fluorogenic peptide substrate, 30 min;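 active = inhibition above about 50%, limit read from the data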
# thrombin 1536: blocks human thrombin protease activity; alpha-thrombin, Boc-VPR-AMC fluorogenic substrate cleavage; inhibition, % at 5 µM; 220,000 tested, 0.26% active;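 active = inhibition at or above 40%; inactive = inhibition below 40%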;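 also: 0% = enzyme with no compound and 100% = wells without enzyme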
#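 Test system: human alpha-thrombin; medium: pH 7.5 Tris-saline with Tween 20; times: reaction at room temperature; signal: AMC fluorescence at 355 nm excitation and 460 nm emission; also added: Boc-VPR-AMC substrate, 15 µM final; dosing: one concentration per compound, 5 µM, with 0.2% DMSO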
# TRPML3 ag: agonists of human TRPML3 channel | 220,000 tested, 0.29% active | HEK293 TRPML3-YFP, Fluo-8 calcium fluorescence; 100% = the carbachol control signal | Q8TDD5 | activation, % at 3 µM;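 active = activation above its plate's cutoff, the mean activation of the plate's test wells plus 3 SD, cut at about 12% in these data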;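 also: 0% = DMSO only wells and 100% = carbachol wells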
# Target sequence (Q8TDD5 whole entry, looked up): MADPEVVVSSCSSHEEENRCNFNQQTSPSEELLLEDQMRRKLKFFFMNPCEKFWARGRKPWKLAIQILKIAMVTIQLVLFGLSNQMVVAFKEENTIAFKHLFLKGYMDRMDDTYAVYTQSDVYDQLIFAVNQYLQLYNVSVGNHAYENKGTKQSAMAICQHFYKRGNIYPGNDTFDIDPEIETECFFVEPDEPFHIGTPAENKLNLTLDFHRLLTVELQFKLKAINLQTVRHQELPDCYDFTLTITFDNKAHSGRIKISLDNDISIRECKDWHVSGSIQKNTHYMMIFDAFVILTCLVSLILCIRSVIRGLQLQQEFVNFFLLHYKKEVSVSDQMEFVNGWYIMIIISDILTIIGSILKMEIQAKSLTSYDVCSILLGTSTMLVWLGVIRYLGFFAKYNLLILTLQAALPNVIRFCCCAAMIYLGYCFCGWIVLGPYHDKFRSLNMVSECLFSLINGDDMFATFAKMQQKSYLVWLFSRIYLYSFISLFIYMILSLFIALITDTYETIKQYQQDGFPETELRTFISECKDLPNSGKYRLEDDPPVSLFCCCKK
#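 Material: HEK293 cells stably carrying human TRPML3-YFP; compound dosing: single dose, 3 µM final nominal compound, 0.3% DMSO final; incubation: 1-h 37 °C dye load, 5-s basal, 120-s post-compound reads; technique: Fluo-8 intracellular calcium fluorescence, excitation 470-495 nm, emission 515-575 nm; read-out basis: percent activation from peak-to-basal fluorescence ratio, scaled between DMSO and carbachol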
# zfTRPN1 agonist: agonists of zebrafish TRPN1 channel; HEK293 zebrafish TRPN1-YFP, Fluo-8 calcium fluorescence; 100% = response to 87 µM carbachol; activation, % at 3 µM; 220,000 tested, 0.18% active; AID 1424;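 active = activation above its plate's cutoff, the mean activation of test wells on that plate plus 3 SD, cut at about 19% in these data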;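 also: 0% = DMSO alone and 100% = 87 µM carbachol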
#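 Assay system: Zebrafish TRPN1-YFP in HEK293 cells | Incubation: Dye loading 1 h at 37 °C, then 30 min room temperature | Measured by: Kinetic Fluo-8 fluorescence, ex 470-495, em 515-575 nm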
# Tb hexokinase: blocks Trypanosoma brucei hexokinase 1 activity; 220,000 tested, 0.11% active; recombinant TbHK1, G6PDH-coupled NADH A340; inhibition, % at 10 µM; AID 1430;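 active = inhibition of 50% or more in the single-dose primary screen; inactive = inhibition below 50%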
# The depositor's hits bear a star; · = no result given; [ ] = dose if it differs, or a comment. Compounds were not picked by outcome; any-hit rate near 3.6%.
1) CC(NC(=O)C(=O)NCCCn1ccnc1)c1ccccc1 (stereo not drawn)
2) Cc1ccc(CNC(=S)Nc2cc(C(=O)O)ccc2C)cc1
3) C=CCN(C(=O)Nc1ccc(Cl)cc1)C1CC(=O)N(c2ccc(OC)cc2)C1=O (stereo not drawn)
4) CCCN(CCC)c1ccc(CC(=O)NC(C)Cc2ccccc2)cc1 (stereo not drawn)
5) Cc1cc2c(c(=O)n1CC1CCCO1)C(c1ccc3c(c1)OCO3)C(C#N)=C(N)O2 (stereo not drawn)
6) CCc1ccccc1NC(=O)C1CCN(C(=O)c2ccc([N+](=O)[O-])cc2)CC1
7) O=C(NC(=S)Nc1nc(-c2ccccc2)cs1)c1cccnc1
8) COC(=O)c1[nH]c2ccccc2c1NC(=O)c1c(F)cccc1F
entry no.	1	2	3	4	5	6	7	8
TRPML3 ag	0.9	0.9	1.0	-0.5	0.8	1.3	3.2	0.1
KCC2 mod	0.38	-0.031	-0.22	-1.8	-1.3	0.0083	1.1	0.86
PPC-1+TRAIL kill	-2	14	-1	12	·	4	·	17
zfTRPN1 agonist	0.9	-0.4	2.7	0.4	1.8	2.0	6.8	0.2
thrombin 1536	-10	4	5	3	3	-6	3	-4
Tb hexokinase	4	0	8	16	4	-2	-4	-4
Furin inhibitor	-32	-31	-14[20 µM]	-8	-26	-16	-35	-13
EBV gp42 block	-8	-2	-14	3	-22	-6	-2	2
m-calpain inh	-26	-7	5	24	-9	-14	-44	3

# Along the list, quoted from above.
# Entries 1 to 6 in Tb hexokinase read 4, 0, 8, 16, 4, -2
# Entries 1 to 6 in Furin inhibitor read -32, -31, -14[20 µM], -8, -26, -16

# Other results:
9) CC(=O)NC1=NC(=O)/C(=C/N2CCOCC2)S1
10) Fc1cc(F)cc(NC(=S)Nc2ccccc2N2CCOCC2)c1
11) O=c1cc(CO)oc(CN2CCN(CCO)CC2)c1O
12) S=C(NCc1ccco1)N/N=C/c1ccc(Cl)cc1
13) CCOC(=O)C1=C(C)N=C2SC(C)C(=O)N2C1c1ccc(C(=O)OC)cc1 (stereo not drawn)
14) COc1ccc(Br)cc1S(=O)(=O)NCCN1CCOCC1
15) O=C(CSc1nc2ccccc2c(=O)n1CCCN1CCOCC1)NC12CC3CC(CC(C3)C1)C2
16) CC1=C(C(N)=O)C(c2ccccc2)n2nc(-c3cccs3)nc2N1 (stereo not drawn)
entry no.	9	10	11	12	13	14	15	16
TRPML3 ag	-0.7	0.6	1.1	-0.3	-0.5	0.3	0.1	-0.5
KCC2 mod	·	0.71	0.77	0.8	0.0028	-2	-0.35	·
PPC-1+TRAIL kill	-10	-21	31	-6	5	25	14	26
zfTRPN1 agonist	-0.1	-0.3	0.3	-1.5	0.2	-0.3	-0.3	0.4
thrombin 1536	4	-2	3	-13	2	-3	-8	-5
Tb hexokinase	-17	2	-9	-5	-11	1	-8	-6
Furin inhibitor	-11	-8	-9[20 µM]	-3	-17	-4	-17	-17
EBV gp42 block	-14	5	-11	6	-20	9	7	-4
m-calpain inh	16	13	-3	68*	15	16	-25	-15

17) O=C1C2(CCC13COC(c1ccc(O)cc1)OC3)COC(c1ccc(O)cc1)OC2 (stereo not drawn)
18) Cc1cccc(CC2SC(N)=NC2=O)c1 (stereo not drawn)
19) COCC(=O)Nc1nnc(COc2ccccc2)s1
20) N#Cc1ccccc1Cn1c(=O)n(-c2ccc(CC(=O)NCc3ccco3)cc2)c(=O)c2sccc21
21) COc1ccc(S(=O)(=O)Nc2cc(OC)c(NC(=O)c3ccco3)cc2OC)cc1
22) O=C(NCCN1C(=O)C2C3C=CC(C3)C2C1=O)Nc1ccccc1 (stereo not drawn)
23) O=c1[nH]oc(O)c1-c1ncc(C(F)(F)F)cc1Cl
24) CCOC(=O)C(C)Oc1cccc2c(=O)n(CC(=O)NCCc3ccccc3)ccc12 (stereo not drawn)
entry no.	17	18	19	20	21	22	23	24
TRPML3 ag	0.9	-1.2	0.7	0.3	0.1	0.4	1.1	0.8
KCC2 mod	0.37	0.75	·	0.28	-0.025	·	-0.036	-0.86
PPC-1+TRAIL kill	8	9	-1	14	-2	17	16	0
zfTRPN1 agonist	0.9	-0.5	2.5	-0.6	0.1	0.5	0.7	-0.4
thrombin 1536	2	-12	-4	-2	3	18	-3	-8
Tb hexokinase	-2	-2	7	0	-14	0	6	9
Furin inhibitor	-10[20 µM]	-4	-5	-24	-15	-6	-21	-8
EBV gp42 block	-11	5	-11	3	-24	-19	-11	2
m-calpain inh	-17	-8	2	-25	18	6	6	2

# Sorted by the number under Furin inhibitor (low to high): 4 of the compounds above.
nr | SMILES | Furin inhibitor
5 | Cc1cc2c(c(=O)n1CC1CCCO1)C(c1ccc3c(c1)OCO3)C(C#N)=C(N)O2 (stereo not drawn) | -26
23 | O=c1[nH]oc(O)c1-c1ncc(C(F)(F)F)cc1Cl | -21
9 | CC(=O)NC1=NC(=O)/C(=C/N2CCOCC2)S1 | -11
18 | Cc1cccc(CC2SC(N)=NC2=O)c1 (stereo not drawn) | -4

# Further records:
25) CCCCOc1ccc(C(=O)NCc2ccccn2)cc1
26) Cn1nc(OC(=O)Nc2ccccc2)cc1C(F)(F)F
27) CC(C)CNC(=O)CN(C1CCCCC1)S(=O)(=O)c1ccccc1
28) CC(C)c1ccccc1NC(=S)NC1CCN(Cc2ccccc2)CC1
29) CCOc1ccc(NC(=O)N[C@@H](Cc2ccccc2)C(=O)O)cc1
30) CCS(=O)(=O)N1CCC(C(=O)N2CCc3ccccc3C2)CC1
31) Cc1cccc(C)c1NC(=O)C1CCCN(CCCc2ccccc2)C1 (stereo not drawn)
32) CC(=O)Nc1ccc(NC(=O)CCCCCN2C(=O)c3ccccc3C2=O)cc1
entry no.	25	26	27	28	29	30	31	32
TRPML3 ag	-0.2	0.6	-0.1	1.5	0.4	0.9	0.3	0.5
KCC2 mod	-0.41	0.028	·	-1.6	0.35	·	0	-0.47
PPC-1+TRAIL kill	-5	19	-2	-7	0	4	30	8
zfTRPN1 agonist	-0.9	0.0	0.2	4.0	0.9	-0.7	0.0	-0.2
thrombin 1536	-5	1	-3	-14	-3	0	8	2
Tb hexokinase	3	3	-3	1	5	0	7	0
Furin inhibitor	-18[20 µM]	-24[20 µM]	-18	-17	-21	-9	-20[20 µM]	-17[20 µM]
EBV gp42 block	-4	-22	-14	5	-2	-9	-17	-18
m-calpain inh	-27	3	1	-7	-2	12	2	8

33) O=C(CCS(=O)(=O)c1ccc(Br)s1)NCc1cccs1
34) CC(=O)c1cn(C)c(=O)c2ccccc12
35) COc1ccc(OCC(=O)NNC(=O)c2cccc(S(=O)(=O)N(C)C)c2)cc1
36) CC(C)c1nc(SCC(=O)Nc2ccc3c(c2)OCCO3)c2c(=O)n(C)c(=O)n(C)c2n1
37) Cc1ccc(NC(=S)/N=C(\N)Nc2nc(C)c3cc(C)ccc3n2)c(C)c1
38) O=C(CSc1nc2ccsc2c(=O)n1CC1CCC(C(=O)O)CC1)c1ccc(F)cc1 (stereo not drawn)
39) Cc1ccc(C2NC(=O)NC(O)(C(F)(F)F)C2C(=O)c2ccccc2)o1 (stereo not drawn)
40) CCOC(=O)CNc1c(-c2ccccc2)nc2ccc(Cl)cn12
entry no.	33	34	35	36	37	38	39	40
TRPML3 ag	-1.6	-0.3	0.5	1.1	0.2	0.2	0.7	-0.7
KCC2 mod	·	0.43	1.4	0.022	-0.48	-0.21	0.99	0.036
PPC-1+TRAIL kill	6	14	-5	4	32	22	3	30
zfTRPN1 agonist	-0.1	-1.1	-0.2	0.3	-2.1	0.7	1.2	-1.6
thrombin 1536	4	2	2	-4	-4	-12	2	2
Tb hexokinase	5	-21	-3	-6	-7	7	5	-14
Furin inhibitor	-16	-9	-15	-9	-25	-7	-7[20 µM]	-14[20 µM]
EBV gp42 block	4	-17	-12	-17	-12	12	-11	-7
m-calpain inh	16	-6	3	-15	-60	29	-12	-232

41) CCCC(NS(=O)(=O)c1ccc(C)cc1)C(=O)O (stereo not drawn)
42) CN(C)c1ccc(CNC2C3CC4CC(C3)CC2C4)cc1 (stereo not drawn)
43) O=C(CSc1nc2ccccc2o1)Nc1nc(-c2ccccc2)c(-c2ccccc2)s1
44) NS(=O)(=O)c1cc(C2(O)NC(=O)c3ccccc32)ccc1Cl (stereo not drawn)
45) COc1ccc(-n2nnnc2SCC(=O)Nc2ccccc2)cc1
46) Cc1cc(C2=NNC(=Nc3ccc(S(=O)(=O)N4CCOCC4)cc3)SC2)c(C)n1C
47) COc1ccc(-n2nnnc2SCC(=O)N2CCN(C(=O)c3ccco3)CC2)cc1OC
48) Cc1cc([N+](=O)[O-])nn1CC(=O)Nc1ccc(F)cc1
entry no.	41	42	43	44	45	46	47	48
TRPML3 ag	0.4	0.4	0.1	0.4	-0.2	0.6	-0.6	0.6
KCC2 mod	-0.48	0.58	0.26	0.63	-0.26	2.2	-1.4	-0.59
PPC-1+TRAIL kill	-10	16	-8	3	5	5	10	2
zfTRPN1 agonist	1.4	0.7	1.0	-0.1	0.6	0.6	0.6	0.4
thrombin 1536	-6	5	-12	-3	-1	-6	-2	-4
Tb hexokinase	-3	4	-13	-3	-1	-28	0	-4
Furin inhibitor	3[20 µM]	3[20 µM]	-22	-7	-14[20 µM]	-12	-10	-29
EBV gp42 block	1	2	-18	-14	-4	0	-14	-3
m-calpain inh	-3	-10	-8	23	-15	-12	7	5

49) Cc1ccc(S(=O)(=O)CCc2nc3ccccc3[nH]2)cc1C
50) COc1ccc2c(c1)c(/C=N/Nc1nc3ccccc3[nH]1)c(C)n2C
51) CCCN(CCC(=O)Nc1cc(OC)cc(OC)c1)CC1CC1
52) O=C(O)CCc1ccc(-c2ccccc2)n1NC(=O)c1cccs1
53) CN(C=C1C(=O)CC(C)(C)CC1=O)CCN1CCNCC1
54) O=C(NCc1ccc2c(c1)OCO2)Oc1ccccc1
55) CN1CCN(c2ccc(NC(=O)c3cccs3)cc2)CC1
56) O=c1cc(-c2ccccc2)nc2nc(CCc3ccccc3)[nH]n12
57) COc1ccc(C(=O)Nc2ccc(Cl)cc2C(=O)NCCO)cc1
58) COc1ccc(C2(CNC(=O)c3ccc(C)cc3)CCOCC2)cc1
entry no.	49	50	51	52	53	54	55	56	57	58
TRPML3 ag	-0.2	0.8	-0.6	1.3	1.0	-0.6	0.5	0.8	0.4	0.4
KCC2 mod	0.79	-0.53	0.0026	-1.3	0.67	·	-0.0004	-0.19	0.26	0.015
PPC-1+TRAIL kill	-2	18	0	28	5	9	10	2	-6	22
zfTRPN1 agonist	0.9	-0.7	-1.0	-0.4	0.7	0.2	1.8	0.7	0.2	-1.8
thrombin 1536	0	-4	3	-8	3	1	·	4	-4	2
Tb hexokinase	7	-52	-4	-5	-8	-4	-13	6	-1	-2
Furin inhibitor	-2	2	-20	-23	-26[20 µM]	-27	-7	-15[20 µM]	-16[20 µM]	-27
EBV gp42 block	-5	14	4	-4	-16	-6	-19	-3	-6	-3
m-calpain inh	26	-31	-22	-29	-15	2	-13	-28	2	18

# Records above shown as hits in m-calpain inh:
nr	smiles	TRPML3 ag	KCC2 mod	thrombin 1536	Tb hexokinase	Furin inhibitor	EBV gp42 block	m-calpain inh
12	S=C(NCc1ccco1)N/N=C/c1ccc(Cl)cc1	-0.3	0.8	-13	-5	-3	6	68*

# Assay outcomes deposited in PubChem BioAssay by several laboratories.
